High-throughput results deposited in PubChem by several laboratories.
Cardiac RTF inh – cardiac RTF calcium sensitivity inhibitors, primary screen, biochemical, IANBD-TnC fluorescence, EC70 calcium | Troponin I, cardiac muscle (Homo sapiens) + Troponin T, cardiac muscle (Homo sapiens) + … | IANBD-labeled cardiac RTF, Ca2+ fluorescence | inhibition, % at 7.15 µM | hit rate 0.12% among 340,000;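 active = inhibition above the mean inhibition of all tested compounds plus 3 SD, cut at about 17% in these data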;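 note: assay run at fixed EC70 calcium of 1.6 mM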
NSD2 HMT inh – NSD2 histone methyltransferase inhibitors, primary screen, biochemical, AlphaScreen, single concentration, set 2 | Histone-lysine N-methyltransferase NSD2 (Homo sapiens), O96028 | NSD2 peptide methylation, 120 min | inhibition, % at 12.5 µM | hit rate 0.54% among 310,000 | AID 743445, 2014; in the data active = inhibition above about 50%
PfHsp90 yeast 2 – growth inhibition of PfHsp90-expressing yeast, primary screen, antimalarial PfHsp90 inhibitor project, S. cerevisiae, BacTiter-Glo luminescence, single point, set 2; inhibition, % at 9.4 µM; hit rate 0.32% among 310,000; AID 504621, 2011; BacTiter-Glo ATP, 48 h; yeast lacking PDR1 and PDR3 efflux regulators;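 active = every replicate shows inhibition above about 80%, whatever the replicate mean, limit read from the data; inconclusive = mean inhibition reaches the set limit but some replicate falls short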;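 note: 0% = DMSO neutral controls and 100% = 20 µM radicicol positive controls; yeast relying on Plasmodium falciparum Hsp90 in place of its own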
cardiac RTF act – cardiac RTF calcium sensitivity activators, primary screen, biochemical, IANBD-TnC fluorescence, EC20 calcium | IANBD-labeled TnC RTF fluorescence at EC20 calcium; 0% EC20 calcium, 100% full calcium | AID 493008, 2010 | activation, % at 7.2 µM | hit rate 0.24% among 340,000 | Troponin I, cardiac muscle (Homo sapiens) + Troponin T, cardiac muscle (Homo sapiens) + …;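 active = activation above the mean over all tested compounds plus 3 SD, cut at about 30% in these data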;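 note: rise in fluorescence read as greater calcium sensitivity of cardiac thin filaments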
Keap1 Nrf2 FP – Keap1-Nrf2 protein-protein interaction inhibitors, primary screen, biochemical, fluorescence polarization, single point. Kelch-like ECH-associated protein 1 (Homo sapiens), Q14145. Keap1 Kelch-Nrf2 peptide fluorescence polarization, 1536-well. inhibition, % at 9.4 µM. hit rate 0.15% among 340,000. AID 504523, 2011; in the data active = inhibition above about 12%; inconclusive = no clear call, values can overlap the other calls; inactive = below about 7.3%;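 note: human Keap1 Kelch domain with fluorescein labeled Nrf2 9mer peptide probe; 0% = neutral control wells and 100% = peptide positive control; higher means more block of Keap1 binding to Nrf2 peptide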
Target sequence (Q14145 whole entry, looked up, the tested form may be a part): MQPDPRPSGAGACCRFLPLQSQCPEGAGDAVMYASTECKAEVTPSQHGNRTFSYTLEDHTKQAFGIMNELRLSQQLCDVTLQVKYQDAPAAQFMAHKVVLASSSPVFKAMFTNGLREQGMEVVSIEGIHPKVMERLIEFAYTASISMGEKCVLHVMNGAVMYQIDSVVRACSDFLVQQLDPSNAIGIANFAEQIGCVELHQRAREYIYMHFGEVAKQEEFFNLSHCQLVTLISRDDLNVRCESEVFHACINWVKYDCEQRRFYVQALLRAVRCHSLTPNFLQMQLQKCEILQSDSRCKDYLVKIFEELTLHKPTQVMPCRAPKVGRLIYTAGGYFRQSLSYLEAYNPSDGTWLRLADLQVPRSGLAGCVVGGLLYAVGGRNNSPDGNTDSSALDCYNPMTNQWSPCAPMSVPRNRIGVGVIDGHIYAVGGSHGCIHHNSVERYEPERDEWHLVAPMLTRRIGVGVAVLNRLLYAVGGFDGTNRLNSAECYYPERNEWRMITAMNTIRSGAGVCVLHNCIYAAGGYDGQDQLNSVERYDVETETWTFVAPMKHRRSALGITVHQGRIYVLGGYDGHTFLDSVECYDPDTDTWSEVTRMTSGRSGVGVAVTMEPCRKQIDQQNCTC
Mot1-301 SUMO – yeast Mot1-301 growth rescue at high temperature, primary screen, SUMOylation pathway inhibitor project, S. cerevisiae, ATP luminescence, 38.5C; S. cerevisiae Mot1-301 growth rescue; percent above DMSO median, 100 means doubled; growth rescue, % at 18.8 µM; hit rate 1% among 320,000;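 active = every valid replicate shows activation above 250% relative to neutral control wells; inactive = the rest, any valid replicate at or below 250%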;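 note: OY570 slx delta 5 strain wells were the positive control but not used for scaling; some compounds called inactive have numbers as strong as hits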
CDK5 p35 inh – inhibitors of human CDK5/p35 kinase, primary screen, biochemical, single concentration; Cyclin-dependent kinase 5 (Homo sapiens) + Cyclin-dependent kinase 5 activator 1 (Homo …; Recombinant CDK5/p35, ADP-Glo luminescence, 60 min; inhibition, % at 10 µM; hit rate 0.01% among 330,000; AID 488839, 2010;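 active = highest replicate inhibition of at least 50% and at least 75% of replicates reaching 50%; inconclusive = only one of the two criteria met; inactive = both criteria failed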;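 note: plate controls were DMSO neutral control for no effect and GW8510 at 10 µM for full effect; many of its hits are not listed in these tables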
dFosB act – activators of delta FosB homodimer, primary screen, biochemical, fluorescence polarization, TAMRA-CDK5 oligo, single point; Protein FosB (Mus musculus), P13346; purified delta FosB; percent of positive-control signal above neutral wells; activation, % at 25 µM; hit rate 0.99% among 340,000;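 active = mean activation above about 17%, with every replicate also reaching it, limit read from the data, passing the limit was not always enough; inconclusive = only one of the two conditions met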;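 note: fluorescence polarization rise as delta FosB binds a TAMRA Cdk5 AP-1 oligo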
Target sequence (P13346 whole entry, looked up): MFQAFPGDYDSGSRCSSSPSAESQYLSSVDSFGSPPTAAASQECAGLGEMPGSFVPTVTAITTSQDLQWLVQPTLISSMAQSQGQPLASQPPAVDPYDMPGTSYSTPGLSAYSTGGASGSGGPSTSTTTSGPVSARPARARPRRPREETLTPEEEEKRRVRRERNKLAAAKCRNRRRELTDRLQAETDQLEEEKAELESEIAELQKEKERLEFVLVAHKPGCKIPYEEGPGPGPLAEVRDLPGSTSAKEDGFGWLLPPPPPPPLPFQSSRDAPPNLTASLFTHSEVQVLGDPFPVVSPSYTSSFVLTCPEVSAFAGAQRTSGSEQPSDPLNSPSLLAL
PvdQ inh – P. aeruginosa PvdQ acylase inhibitors, primary screen, biochemical, fluorescence, plate reader and imaging, single point; hit rate 0.063% among 340,000; purified PvdQ acylase; PvdQ acylase [Pseudomonas aeruginosa LESB58]; AID 488965, 2010; inhibition, % at 10 µM; in the data active = inhibition above about 30%, passing the limit was not always enough; inconclusive = no clear call, values can overlap the other calls;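 note: 0% = vehicle neutral wells and 100% = reference inhibitor wells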
LANA DNA inh – inhibitors of KSHV C-LANA binding to DNA, primary screen, biochemical, fluorescence polarization, FAM-LBS DNA, MBP-C-LANA, single point | Kaposi's sarcoma herpesvirus LANA C-terminal domain (residues 932-1162) DNA binding | inhibition, % at 9 µM | hit rate 0.078% among 340,000 | AID 504423, 2011;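 active = highest replicate inhibition at or above 60% at 9 µM, even if other replicates fall short; inactive = all replicates below 60% inhibition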;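 note: 0% = neutral control wells and 100% = 4 µM acridine orange control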
Rtt109 HAT inh – inhibitors of C. albicans Rtt109/Vps75 HAT, primary screen, biochemical, ThioGlo CoA-SH fluorescence, plate reader | AID 540336, 2011 | Histone acetyltransferase RTT109 (Candida albicans (strain SC5314 / ATCC MYA-2876)), … | inhibition, % at 34.9 µM | purified Rtt109/Vps75, 4 h | hit rate 0.16% among 330,000;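 active = inhibition of at least 50% in every replicate; inconclusive = best replicate reaches 50% inhibition but some replicates fall short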
The depositor's hits bear a star; ? = inconclusive; . = not tested or not shown.

Screens in order: dFosB act, PvdQ inh, LANA DNA inh, CDK5 p35 inh, cardiac RTF act, Rtt109 HAT inh, NSD2 HMT inh, PfHsp90 yeast 2, Keap1 Nrf2 FP, Cardiac RTF inh, Mot1-301 SUMO
COc1ccc(-c2cc(C(=O)N3CCN(c4cccc(C)c4C)CC3)c3ccccc3n2)cc1OC
 : -2, -4, 1.2, -0.2, -3, 4, ., ., -2, 1, -5
COCc1cc(C)nc(SCc2ccccc2Cl)c1C#N
 : 1, -8, 0.8, -0.3, -5, ., -2, -7, -4, -15, -13
N[C@H]1C(O)O[C@H](CO)[C@@H](O)[C@@H]1O (some centres undefined)
 : 7, -3, 0.4, 0.6, -2, 0, ., 7, -3, 6, 81
CCOC(=O)c1cnn2c(C(F)F)cc(C3CC3)nc12
 : -7, -11, -0.2, 1.3, 4, -4, 0, -1, -4, 6, 0
NC(=O)C1CCCN(C(=O)CN2C(=O)NC(c3ccccc3)(c3ccccc3)C2=O)C1 (centres undefined)
 : -7, -9, -0.5, -1.0, 3, 0, 0, -8, 3, -1, .
C[C@@H]1CN([C@@H](C)CO)C(=O)Cc2cc(NS(=O)(=O)c3cn(C)cn3)ccc2O[C@@H]1CN(C)C(=O)Nc1ccccc1
 : 1, -15, -1.6, 0.1, 3, 0, ., -26, -1, -16, 28
C1=CC2=NC34CCCCC3CC3=C(CCCC3)N4C2=CC1=NC1CCCCC1 (centres undefined)
 : -4, -11, 0.0, -0.2, 2, -2, ., -6, -2, -1, 14
O=C(c1ccco1)N1CCN(S(=O)(=O)c2ccc3c(c2)CCN3C(=O)C2CC2)CC1
 : -4, -15, 2.5, 1.1, 5, 20, 0, -4, 2, 1, 14
COC(=O)c1cc(N=C(N)N=C(N)N)cc(C(=O)OC)c1
 : 2, 2, 3.6, 0.7, 1, 5, -1, -1, 1, 0, 19
Cc1ccc(S(=O)(=O)N(C)C)cc1NC(=O)CN1CCCC1
 : -1, -3, -0.9, -0.2, -8, 19, -4, -36, 3, 10, 6
CCN(Cc1ccccc1)c1ccc(/C=N/NS(=O)(=O)c2ccc(C)c([N+](=O)[O-])c2)cc1
 : -6, 18, 1.5, -0.5, -5, ?, 2, -6, -3, 1, 1
Cc1noc(C)c1COc1ccc(C(=O)NNC(=O)c2ccccc2F)cc1
 : 5, -1, 1.6, 0.3, -7, 2, 0, -11, 2, -1, -4
O=C(O)/C=C\c1ccccc1Oc1ccc(F)cc1
 : 6, 2, 0.0, 2.9, 4, 7, -2, 0, -1, -8, -5
O=C(CSc1nnc(Cc2cc(=O)[nH]c(=O)[nH]2)n1-c1ccccc1)N1CCCC1
 : 0, 8, 1.8, -2.6, 0, 1, 1, ., 2, -1, -5
O=C(Nc1ccncc1)c1ccc(Cl)c(Cl)c1
 : -15, 2, -0.6, 2.0, -6, 1, -3, -7, -4, 7, -16

(more compounds)
Screens in order: dFosB act, PvdQ inh, LANA DNA inh, CDK5 p35 inh, cardiac RTF act, Rtt109 HAT inh, NSD2 HMT inh, PfHsp90 yeast 2, Keap1 Nrf2 FP, Cardiac RTF inh, Mot1-301 SUMO
CC(=O)Nc1ccc(S(=O)(=O)N(C)CC(=O)N2CCN(C(=O)c3ccco3)CC2)cc1
 : 0, -6, 0.7, 0.8, 2, -9, -2, 4, 1, -1, -21
C[C@H]1NC(=O)[C@@]2(C)[C@@H](c3ccccc3)[C@H]3COc4ccccc4[C@H]3N2C1=O
 : -6, 9, 4.3, 0.7, -6, 5, ., ., 1, -3, 8
Cc1nn(CCCC(=O)NCCc2ccc(Cl)cc2)c(=O)c2nn(-c3ccccc3)c(C)c12
 : -10, -8, -0.9, 0.3, -1, -5, 0, 10, 1, -11, -2
CCn1cc(C(=O)O)c(=O)c2cnc(N3CCN(C(=S)Nc4ccccc4Cl)CC3)nc21
 : -5, 0, 0.2, -0.4, 0, -14, -2, -40, -2, -2, 198
O=c1c2cccc(Cl)c2nc2n1Cc1ccccc1-2
 : -37, -14, 1.0, 0.4, 1, -16, -1, -11, -5, -1, -35
Cc1ccc(C(=O)NCCCN2CCOCC2)c(C)c1
 : 2, -20, -9.3, 0.4, 6, 3, 1, -20, -1, 0, 10
OC(CNCCc1ccc(Cl)cc1Cl)COc1ccccc1 (centres undefined)
 : -9, -16, -1.1, 1.4, -1, 0, 9, -12, 1, -12, -3
COc1cc(C(=O)OCC(=O)c2c[nH]c3ccccc23)ccc1OCC(=O)N1CCOCC1
 : -9, 18, 0.1, 0.6, -6, 14, 1, 10, -8, -3, -12
O=Cc1cccc(OC(=O)/C=C/c2ccco2)c1
 : -11, -11, 17, -2.9, -13, -1, 2, 15, 2, 3, -10
O=C(COC(=O)c1cc(-c2cccc3ccccc23)nc2ccccc12)NC1CCS(=O)(=O)C1 (centres undefined)
 : -60, 0, 6.2, -1.6, 21, 10, -2, 33, -3, -27, 0
Cc1cc(C)nc(SCc2nnc(SCC(N)=O)n2Cc2ccco2)n1
 : 3, 0, -0.2, 0.9, 1, 3, -2, -11, 0, -6, 25
CCOC(=O)COc1cc2oc(=O)cc(C)c2cc1[N+](=O)[O-]
 : 3, -3, -0.3, -0.6, 0, -3, -2, 24, 2, -2, 7
O=C(COC(=O)/C=C/c1cnc2ccccc2n1)NCC(F)(F)F
 : -7, -14, 2.7, -0.5, 0, -2, 1, 7, -7, 0, -3
C=CCNC(=S)NNC(=O)c1csc(C)c1C
 : 6, 8, 0.0, 3.6, 8, 3, -1, -2, 1, 0, -9
CCc1cccc(CC)c1NC(=O)c1cccc(NC(=O)c2ccccc2)c1
 : -9, -8, 0.6, -0.1, 6, 2, 0, -118, 2, -3, -8

(cont.)
Screens in order: dFosB act, PvdQ inh, LANA DNA inh, CDK5 p35 inh, cardiac RTF act, Rtt109 HAT inh, NSD2 HMT inh, PfHsp90 yeast 2, Keap1 Nrf2 FP, Cardiac RTF inh, Mot1-301 SUMO
Cc1cc(NC(=O)c2cc(F)c(F)cc2Cl)no1
 : 1, 92*, 0.8, -0.1, -2, 3, -1, 6, -2, 3, -11
Cc1cccc2sc(N(CCCN(C)C)C(=O)COc3ccc(Cl)cc3)nc12
 : -95, -17, 1.7, 1.1, -1, 35, 0, -25, -1, -10, 1
Fc1ccc2c(c1)/C(=N/Nc1ccccn1)CCS2
 : -3, -7, 1.3, 0.5, -2, 3, -9, -49, 0, 2, 19
CN(C)CCNC(=O)C(=O)NCC(c1ccc2c(c1)OCO2)N1CCN(c2ccc(F)cc2)CC1 (centres undefined)
 : -8, -12, -0.1, -1.6, 1, 1, 8, -44, -1, -1, -10
CCOC(=O)CCC(NC(=O)CCCCC(=O)NC(CCC(=O)OCC)C(=O)OCC)C(=O)OCC (centres undefined)
 : -4, -10, 2.0, 0.2, -3, -4, -3, 8, 4, 0, 2
CC1CC(C)(C)CC2(C1)NC(=O)N(CC(=O)N1CCN(Cc3ccc(C#N)cc3)CC1)C2=O (centres undefined)
 : 4, -2, -1.2, 0.2, -13, -1, 0, 8, -2, 6, .
CN(C)c1ccc(NC(=O)CN2CCC(C(=O)c3ccc(F)cc3)CC2)cc1
 : -3, -1, 1.7, 0.2, 0, 15, 5, 0, 3, -3, -25
COc1cc(/C=C/C(=O)N(Cc2ccccc2)c2ccccn2)cc(OC)c1OC
 : -6, 7, -0.1, 0.1, 5, 0, 2, -6, -1, 1, 12
COc1ccc(CC(=O)N2CCC(CCC(=O)Nc3ccccc3)CC2)cc1
 : -10, -15, 0.8, 1.3, 3, -3, 15, 11, 1, -8, 20
Cc1ccc(S(=O)(=O)c2nc(C)oc2N2CCOCC2)cc1
 : -1, -10, 1.0, -2.2, 4, -7, 0, 11, -18, 2, -3
O=C(Cc1cccs1)Nc1nnc(SCc2ccc(C(F)(F)F)cc2)s1
 : 4, 6, -0.6, 0.1, 0, -7, 0, -13, 0, -9, 17

Profiles, quoted from the list. Order of screens: dFosB act, PvdQ inh, LANA DNA inh, CDK5 p35 inh, cardiac RTF act, Rtt109 HAT inh, NSD2 HMT inh, PfHsp90 yeast 2, Keap1 Nrf2 FP, Cardiac RTF inh, Mot1-301 SUMO
Entry for Fc1ccc2c(c1)/C(=N/Nc1ccccn1)CCS2 → -3, -7, 1.3, 0.5, -2, 3, -9, -49, 0, 2, 19
Entry for CCOC(=O)CCC(NC(=O)CCCCC(=O)NC(CCC(=O)OCC)C(=O)OCC)C(=O)OCC (centres undefined) → -4, -10, 2.0, 0.2, -3, -4, -3, 8, 4, 0, 2
Entry for COc1ccc(CC(=O)N2CCC(CCC(=O)Nc3ccccc3)CC2)cc1 → -10, -15, 0.8, 1.3, 3, -3, 15, 11, 1, -8, 20

Single values from the results shown.
Keap1 Nrf2 FP, `O=C(Cc1cccs1)Nc1nnc(SCc2ccc(C(F)(F)F)cc2)s1` is entered as 0
PfHsp90 yeast 2, `Cc1cccc2sc(N(CCCN(C)C)C(=O)COc3ccc(Cl)cc3)nc12` is entered as -25
